Source: PubChem BioAssay (several laboratories)
RAM inhibit – blocks the yeast RAM network; S. cerevisiae dse1pr::URA3 reporter, 5-FOA growth OD615, 2 d; analog-sensitive cbk1-as2 kinase mutant strain; inhibition, % at 50 µM; hit rate 1.8% among 190,000; AID 868;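 active = inhibition above a set limit, 3 SD over mean compound inhibition, cut at about 8.4% in these data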;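 note: 0% = DMSO-only wells with no growth and 100% = 10 µM 1-NA-PP1 full growth; inhibition rescues growth on 5-FOA so higher OD means more RAM inhibition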
Hsp70 act – transcriptional activators of Hsp70 | hit rate 0.04% among 200,000 | activation, % at 10 µM | HeLa Hsp70 promoter luciferase reporter, luminescence; scaled: vehicle 0, proteasome-inhibitor control 100% | AID 1203;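 active = activation above the mean across all tested compounds plus 3 SD, cutoff set per campaign, cut at about 5.5% in these data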;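 note: 100% = MG132 at 30 µM as the positive control and 0% = DMSO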
DTT redox prof – compounds producing H2O2 with reducing agent – biochemical, NIH compound library profiling, artefact control for MLSCN library redox annotation, primary screen; DTT-dependent redox cycling H2O2, phenol red/HRP absorbance; 100% = 100 µM peroxide control, 0% = buffer; activation, % at 10 µM; hit rate 0.03% among 200,000; AID 878;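 active = activation of at least 50% relative to the plate's high and low controls in the primary single-dose screen; inactive = activation below 50%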;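 note: compound incubated with DTT at 0.8 mM final as the reducing agent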
Lmaj promast – Leishmania major promastigote growth inhibition; inhibition, % at 10 µM; Leishmania major promastigotes, resazurin fluorescence viability; hit rate 9% among 200,000; in the data active = inhibition above about 50%;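 note: promastigotes grown with compound for 44 hours at 28 °C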
PMI act satM6P – increases human PMI activity with near-saturating mannose 6-phosphate; AID 1216; coupled PMI enzyme assay, resazurin fluorescence, 20 min; stronger effect = higher value; 1 = untreated enzyme, 0 = substrate-free blank; P34949; activation factor at 20 µM; hit rate 0.34% among 190,000;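 active = activation factor of 2 or more at 20 µM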
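Test system: human phosphomannose isomerase with PGI, G6PDH, diaphorase coupling enzymes; amount: 15 ng/mL PMI; incubation: enzyme reaction with compound 20 min at room temperature; technique: resorufin fluorescence (Ex 544/Em 590 nm) from resazurin via diaphorase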
PMI activator – activators of human phosphomannose isomerase; P34949; purified human PMI, coupled resazurin fluorescence, 20 min; stronger effect = higher value; 1 = vehicle control, 0 substrate-free wells; activation factor at 20 µM; hit rate 0.005% among 190,000;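 active = activation factor of 2 or more at 20 µM, relative to plate controls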
S1P3 antagonist – blocks the human S1P3 receptor | CHO S1P3 NFAT-BLA reporter, FRET fluorescence, antagonist mode | Q99500 | hit rate 0.27% among 170,000 | inhibition, % at 4.98 µM;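 active = inhibition above the plate cutoff, the mean inhibition of test wells on that plate plus 3 SD, cut at about 28% in these data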;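 note: cells challenged with S1P at its EC80 of 0.8 µM; blue over green emission ratio from cleaved BLA substrate after 4 h stimulation; 0% = S1P-stimulated wells and 100% = unstimulated DMSO-only wells; some compounds past the cut are filed as inactive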
Target sequence (Q99500 whole entry, looked up): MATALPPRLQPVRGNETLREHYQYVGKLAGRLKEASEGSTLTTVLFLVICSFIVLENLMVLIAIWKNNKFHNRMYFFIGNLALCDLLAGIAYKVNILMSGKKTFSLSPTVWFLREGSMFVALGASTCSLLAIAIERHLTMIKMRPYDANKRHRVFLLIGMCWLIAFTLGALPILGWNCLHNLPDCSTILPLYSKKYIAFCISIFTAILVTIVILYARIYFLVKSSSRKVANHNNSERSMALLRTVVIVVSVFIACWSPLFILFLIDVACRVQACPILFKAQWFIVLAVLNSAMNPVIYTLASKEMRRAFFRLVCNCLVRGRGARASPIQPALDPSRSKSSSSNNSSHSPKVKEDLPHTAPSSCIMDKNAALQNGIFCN
TNAP inh hiacc – inhibitors of human TNAP at high phosphate acceptor concentration; P05186; purified TNAP, CDP-star luminescence, 1 M DEA; inhibition, % at 20 µM; hit rate 0.03% among 200,000; AID 1135;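 active = over 50% inhibition of tissue-nonspecific alkaline phosphatase at 20 µM in the single-dose screen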;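 note: plate controls were DMSO wells for no effect and EDTA-quenched wells as full inhibition for full effect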
Target sequence (P05186 whole entry, looked up): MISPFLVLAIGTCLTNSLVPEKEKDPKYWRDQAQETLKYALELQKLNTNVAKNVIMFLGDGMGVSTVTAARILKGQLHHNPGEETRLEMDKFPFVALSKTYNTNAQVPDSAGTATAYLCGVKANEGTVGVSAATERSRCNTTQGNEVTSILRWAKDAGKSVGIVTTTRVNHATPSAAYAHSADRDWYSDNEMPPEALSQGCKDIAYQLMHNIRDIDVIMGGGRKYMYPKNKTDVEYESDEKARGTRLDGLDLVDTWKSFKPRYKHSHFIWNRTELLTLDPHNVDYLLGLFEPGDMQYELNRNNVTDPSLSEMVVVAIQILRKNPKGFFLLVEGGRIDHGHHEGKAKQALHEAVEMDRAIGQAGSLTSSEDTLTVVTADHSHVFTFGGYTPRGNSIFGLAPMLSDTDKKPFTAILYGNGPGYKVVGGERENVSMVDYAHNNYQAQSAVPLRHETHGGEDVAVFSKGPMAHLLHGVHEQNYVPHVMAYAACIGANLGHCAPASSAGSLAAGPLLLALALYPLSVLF
HMGR II inh – inhibitors of class II HMG-CoA reductase from Enterococcus faecalis. inhibition, % at 10 µM. purified E. faecalis HMGR, NADPH absorbance 340 nm kinetic. hit rate 0.41% among 190,000;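 active = inhibition above a set limit, the median over all tested compounds plus 3 SD, cut at about 9.5% in these data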;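 note: enzyme runs in reverse so mevalonate oxidation gives rising NADPH absorbance; 0% = complete reaction with DMSO and 100% = background rate lacking mevalonate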
TNAP inh noacc – blocks human TNAP activity with no phosphate acceptor present; P05186; purified TNAP, CDP-star luminescence, 30 min; inhibition, % at 20 µM; hit rate 0.26% among 200,000; AID 1012;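 active = tissue-nonspecific alkaline phosphatase inhibition above about 50% at 20 µM in the single-dose screen, limit read from the data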;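 note: 0% = DMSO negative control and 100% = EDTA positive control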
* = called active by the depositor; · = no result given.

Second line of a record: RAM inhibit	Hsp70 act	DTT redox prof	Lmaj promast	PMI act satM6P	PMI activator	S1P3 antagonist	TNAP inh hiacc	HMGR II inh	TNAP inh noacc
(1) Cc1cc(NC(=O)c2ccc3c(c2)OCO3)ccc1NC(=O)c1ccco1
 : 1.7	-0.2	1.3	7	1	1	·	-3	4	-10
(2) COc1ccccc1CC(=O)Nc1ccccc1O
 : 1.1	-0.5	0.2	14	0.9	0.9	·	-3	7	-17
(3) O=C(NCc1ccc2c(c1)OCO2)c1ccc2c(c1)OCCO2
 : 1.2	-0.1	0.4	0	1	0.9	·	-4	-4	-12
(4) Cc1ccc(C)c(OCC(=O)Nn2c(C)nc3ccccc3c2=O)c1
 : 3.1	-0.1	2.1	-5	1	1.2	·	-2	-3	0
(5) CC12CCC(c3nnc(SCC(=O)Nc4cccc5ccccc45)nc31)C2(C)C (stereo unspecified)
 : 0.6	-0.2	1.9	-6	1	1	·	-4	4	-9
(6) CCC(=O)Nc1ccccc1C(=O)OCC(=O)c1cccc2ccccc12
 : 3.7	-0.3	-4.5	1	1	1	·	-2	-7	-7
(7) O=C(N/C(=C\c1cccc([N+](=O)[O-])c1)C(=O)N1CCCCC1)c1cccs1
 : 6.1	-0.3	0.5	17	0.9	0.9	·	-4	-1	1
(8) CCOC(=O)C(=O)Nc1cc(Cl)ccc1C
 : 1.6	-0.3	0.0	-3	1	1.1	-1	0	6	-13
(9) CC(C)(C)C(=O)Nc1nnc(SCC(=O)NCc2ccco2)s1
 : -0.2	-0.3	0.4	-6	1	0.9	11	-1	0	-4
(10) O=c1[nH]c2ccccc2n1Cc1ccccc1
 : 1.7	0.2	-1.1	-7	1	1	·	-3	0	9
(11) CSc1nc2sc3c(c2c2nnnn12)CCCC3
 : 5.8	0.5	0.0	12	1.1	1.1	·	-2	-4	-7
(12) CCN1CCN(Cc2ccc(OC)c(OCc3ccccc3)c2)CC1
 : 0.3	-0.1	0.9	17	0.9	0.9	-12	-2	1	-10
(13) Cc1ccc(-n2nnc3ccccc3c2=O)cc1C
 : 3.5	0.1	0.5	-6	0.8	0.8	40	-6	2	-10
(14) COc1cc2c(cc1OC)C1=C(C#N)CC/C(=N\S(=O)(=O)c3cccc(Cl)c3)N1CC2
 : 4.4	-0.2	2.4	-7	0.9	0.9	·	2	-7	-2
(15) C=CCn1c(COc2ccc(F)cc2)nnc1SCC(=O)Nc1cccc(S(N)(=O)=O)c1
 : 1.6	-0.2	-0.7	1	0.9	0.9	-11	1	-1	3
(16) Fc1cc(F)cc(NC(=S)N2CCC(c3ccccc3)C2)c1 (stereo unspecified)
 : -0.2	-0.1	0.3	2	1	1	12	-1	1	-12
(17) Cc1cccnc1NC(=O)C1CCN(S(=O)(=O)c2ccc3c(c2)CCC(=O)N3)CC1
 : -0.6	0.4	-0.8	-6	0.9	1	-9	-9	4	-8
(18) Cc1cccc(C(=O)OCC(=O)NCc2cccs2)c1
 : 5.6	-0.3	-2.2	-5	0.9	0.9	-10	-1	0	-12
(19) CC(=O)Nc1ccc(C(=O)OCC(=O)Nc2ccc(N3CCOCC3)cc2)cc1
 : 2.6	-0.3	-2.0	-13	0.9	1	-18	-6	-4	-8
(20) CC(C)(C)c1cc(=O)n2[nH]c(N)nc2n1
 : 0.4	-0.4	1.0	0	1.1	1	-2	-5	0	6
(21) Cc1cc(NC(=O)CCC(=O)N(Cc2cccs2)C(C(=O)NC2CCCC2)c2cccnc2)no1 (stereo unspecified)
 : 1.7	-0.2	0.4	-5	0.9	0.9	·	-8	3	-13
(22) COc1ccc(-c2ncccc2OC(=O)C23CC4CC(CC(C4)C2)C3)cc1
 : 0.1	-0.4	0.2	13	1.1	1	-12	-5	-4	-14
(23) Cc1ccc(NC(=S)NCc2cccn2C)cc1
 : 3.1	0.2	0.3	5	1.3	1.3	·	-10	1	16
(24) CCOC(=O)N1CCN(c2c(N3CCC(N4CCCCC4)CC3)c(=O)c2=O)CC1
 : 1.6	0.5	-1.1	-6	1	1	30	-1	-10	-12
(25) CC(C)(C)c1cc(C(=O)N2CCN(c3ncccn3)CC2)ccn1
 : 1.3	-0.1	0.4	-4	1	1	15	-2	-4	-12
(26) CCOC(=O)C(C)n1cnc2sc(C)c(C)c2c1=O (stereo unspecified)
 : 0.9	-0.4	-0.2	-6	1	1	·	-2	3	-6
(27) Cc1nnc(SCCn2c(N3CCCCC3)nc3c2c(=O)n(C)c(=O)n3C)s1
 : ·	-0.2	-0.5	-5	·	·	-42	·	·	·
(28) O=C(NCc1n[nH]c(=S)n1-c1ccc(Cl)c(Cl)c1)c1cccs1
 : -0.8	0.1	0.3	-9	0.9	0.9	-19	2	-3	9
(29) Cc1nc2ccccn2c1C(=O)NC1CCCC1
 : 2.2	-0.5	-0.7	-6	1	0.9	-15	-8	-5	-4
(30) O=C(CN1C(=O)NC(Cc2ccccc2)C1=O)NC(=O)NC1CCCCC1 (stereo unspecified)
 : -0.4	-0.4	-0.3	-4	0.9	1	-4	-3	0	-6
(31) COc1ccc(/C=C/c2nc(-c3ccccc3O)n[nH]2)cc1
 : 8.8*	0.2	0.0	-7	0.9	0.8	2	-1	-4	-129
(32) O=C(COC(=O)CNS(=O)(=O)c1ccccc1)Nc1ccc(Cl)cn1
 : 0.0	-0.5	0.1	-3	1.1	1	·	-5	-1	3
(33) CCCCCOC(=O)c1ccc(OC(=O)c2cncc(Br)c2)cc1
 : 2.2	0.0	3.5	-8	1	0.9	·	-6	1	-8
(34) COc1cccc(-c2ccc(C#N)c(SCC(=O)NCc3ccco3)n2)c1
 : 3.6	0.3	0.7	-5	0.9	1	5	-7	-2	-6
(35) Cn1c(Cn2nnc3ccccc32)nnc1SCC(=O)NCc1ccc2c(c1)OCO2
 : 1.0	-0.3	1.8	-5	0.9	1	-11	-6	1	-18
(36) O=C(CN1CCOCC1)Nc1ncc(Br)cc1Br
 : 0.1	-0.3	1.3	-3	1	1	1	4	-8	-6
(37) CCCC[n+]1ccn(C2=C([O-])c3ccccc3C(=O)/C2=N\S(=O)(=O)c2ccc(Br)cc2)c1
 : 6.8	0.0	-0.9	35	0.6	1	-21	11	-3	9
(38) CCn1cc(CN2CCN(CCc3ccccc3)C(CCO)C2)c(C)n1 (stereo unspecified)
 : -0.5	-0.2	-1.3	-1	1	1	-8	-4	-3	-12
(39) Cc1cc(Nc2ccc(F)cc2Cl)n2nc(C)nc2n1
 : -0.7	-0.2	-0.6	-4	1.1	1	-4	-5	-4	-16
(40) COC(=O)C1=NN(N=O)C2(CC(=O)N(c3cc(C)cc(C)c3)C2=O)C1 (stereo unspecified)
 : 1.1	-0.1	0.1	-6	2*	1.5	·	-6	-1	-13
(41) COC(=O)CCN(c1ccccc1)S(=O)(=O)c1ccc(OC)cc1
 : 4.3	-0.2	-10	5	0.9	0.9	-9	-8	-6	-12
(42) N=C(c1ccc([N+](=O)[O-])cc1)N1CCCCCC1
 : 0.6	0.2	-0.1	-6	1	1	-8	-7	-6	-10
(43) CC1(C)CC(=O)c2c(oc3ccc(NS(=O)(=O)c4ccc(C(=O)O)cc4)cc23)C1
 : 2.7	0.6	-1.6	-14	1	1	12	-5	2	-8
(44) Cc1sc2nc(SCC(=O)N(C)Cc3ccccc3)n(-c3ccccc3)c(=O)c2c1C
 : 2.4	-0.5	-0.2	10	1	1	·	1	0	-17
(45) CCOC(=O)c1c(NC(=O)CSc2nnc(-c3ccc(C)cc3)o2)sc(C(C)=O)c1C
 : 3.5	-0.4	0.1	-4	1.1	1	·	4	-3	-3
(46) O=S(=O)(c1ccc(NC2CCCc3ccccc32)nc1)N1CCOCC1 (stereo unspecified)
 : 0.2	-0.5	0.6	4	0.9	1	17	-10	-1	-13
(47) CC1CN/C(=C\C(=O)c2ccc(Br)cc2)C(=O)N1 (stereo unspecified)
 : 3.1	-0.3	-0.3	-5	1	1	8	0	-2	2
(48) O=C(NCC1CCCO1)c1nn2cccnc2c1Cl (stereo unspecified)
 : 2.7	0.2	3.3	-5	0.9	0.9	-2	-3	0	-11
(49) Cc1ccc2cc(C3C(C#N)=C(N)Oc4c3ccc3cccnc43)c(=O)[nH]c2c1 (stereo unspecified)
 : 1.9	0.1	1.7	91*	0.6	0.8	·	2	1	3
(50) COc1ccc(C)cc1S(=O)(=O)N(CC(=O)O)c1ccc(C)cc1
 : 2.8	-0.5	0.1	-1	1	1	-13	-2	-1	-5
(51) CCOc1ccc(-c2nc(-c3cccnc3)no2)cc1
 : 0.1	0.0	0.9	-1	0.9	0.9	·	-5	-1	-11
(52) CCOc1ccc(-c2cc(CCCC(=O)NCCC(C)C)no2)cc1
 : 2.0	0.0	-0.6	3	1.1	1	-17	-2	4	-15
(53) COc1ccc(C2=NN(C(N)=S)C(c3ccccc3)C2)cc1 (stereo unspecified)
 : 0.5	-0.1	-1.8	11	1.1	1.2	25	6	-3	1

Single records (already shown). Values in the order: RAM inhibit	Hsp70 act	DTT redox prof	Lmaj promast	PMI act satM6P	PMI activator	S1P3 antagonist	TNAP inh hiacc	HMGR II inh	TNAP inh noacc
`CCCC[n+]1ccn(C2=C([O-])c3ccccc3C(=O)/C2=N\S(=O)(=O)c2ccc(Br)cc2)c1` across the screens: 6.8	0.0	-0.9	35	0.6	1	-21	11	-3	9
`CC1(C)CC(=O)c2c(oc3ccc(NS(=O)(=O)c4ccc(C(=O)O)cc4)cc23)C1` across the screens: 2.7	0.6	-1.6	-14	1	1	12	-5	2	-8
`COC(=O)C1=NN(N=O)C2(CC(=O)N(c3cc(C)cc(C)c3)C2=O)C1` (stereo unspecified) across the screens: 1.1	-0.1	0.1	-6	2*	1.5	·	-6	-1	-13
`O=S(=O)(c1ccc(NC2CCCc3ccccc32)nc1)N1CCOCC1` (stereo unspecified) across the screens: 0.2	-0.5	0.6	4	0.9	1	17	-10	-1	-13
